High-throughput results: PubChem, The Scripps Research Institute Molecular Screening Center
core dimer inh – HCV core protein dimerization inhibition. AID 1899. TR-FRET GST/Flag-core106 dimerization, 1536-well. inhibition, % at 5 µM. actives 0.33% (n = 300,000);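 active means inhibition above the mean of all tested compounds plus 3 SD, set per screening campaign, cut at about 45% in these data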
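Assay system – GST-tagged and Flag-tagged HCV core protein residues 1-106 · Quantity – core106 proteins, GST 13.5 nM and Flag 17 nM · Benchmarks – unlabelled core106 and no-GST-core106 wells · Read-out basis – percent inhibition of core106 dimerization signal · Detection – time-resolved FRET, ex 340 nm, em 617 and 671 nm · Schedule – 4 h at 22.5 °C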
PAFAH2 FP inh – inhibitors of human PAFAH2 | Q99487 | recombinant PAFAH2, FP-rhodamine activity probe, fluorescence polarization | inhibition, % at 3.39 µM | actives 0.99% (n = 340,000) | AID 492956;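 active means inhibition above the mean over all tested compounds plus 3 SD, cut at about 30% in these data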;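 further: inhibitors block probe labeling of enzyme so polarization drops; 0% = enzyme with DMSO and 100% = wells lacking PAFAH2 protein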
PP5 inh – blocks human protein phosphatase 5 activity. purified PP5c, OMFP substrate fluorescence. AID 1987. P53041. actives 0.18% (n = 320,000). inhibition, % at 6.7 µM;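 active means inhibition above the campaign's mean inhibition across all tested compounds plus 3 SD, cut at about 9.5% in these data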;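 further: 0% = DMSO only and 100% = 100 µM cantharidin control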
Target sequence (P53041 whole entry, looked up): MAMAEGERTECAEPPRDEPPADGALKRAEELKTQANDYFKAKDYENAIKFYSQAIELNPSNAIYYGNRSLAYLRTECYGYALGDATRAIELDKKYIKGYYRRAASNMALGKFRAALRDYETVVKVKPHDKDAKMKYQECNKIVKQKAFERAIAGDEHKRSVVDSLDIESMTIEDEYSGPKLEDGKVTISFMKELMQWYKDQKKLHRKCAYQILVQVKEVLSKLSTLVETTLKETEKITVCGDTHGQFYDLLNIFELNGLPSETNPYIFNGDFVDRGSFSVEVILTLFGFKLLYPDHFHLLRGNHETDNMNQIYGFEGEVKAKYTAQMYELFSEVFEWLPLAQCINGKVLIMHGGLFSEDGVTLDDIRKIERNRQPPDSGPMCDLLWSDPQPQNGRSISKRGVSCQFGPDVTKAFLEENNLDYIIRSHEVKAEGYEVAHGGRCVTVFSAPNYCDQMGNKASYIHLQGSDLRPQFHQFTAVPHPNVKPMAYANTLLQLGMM
PP1 inh – blocks human PP1-alpha phosphatase, a PP5 counter-screen | actives 0.9% (n = 320,000) | inhibition, % at 6.7 µM | purified PP1alpha, OMFP fluorescence;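 active means inhibition above the mean inhibition of all tested compounds plus 3 SD, computed separately for each screening campaign, cut at about 15% in these data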
Target sequence (P62136 whole entry, looked up): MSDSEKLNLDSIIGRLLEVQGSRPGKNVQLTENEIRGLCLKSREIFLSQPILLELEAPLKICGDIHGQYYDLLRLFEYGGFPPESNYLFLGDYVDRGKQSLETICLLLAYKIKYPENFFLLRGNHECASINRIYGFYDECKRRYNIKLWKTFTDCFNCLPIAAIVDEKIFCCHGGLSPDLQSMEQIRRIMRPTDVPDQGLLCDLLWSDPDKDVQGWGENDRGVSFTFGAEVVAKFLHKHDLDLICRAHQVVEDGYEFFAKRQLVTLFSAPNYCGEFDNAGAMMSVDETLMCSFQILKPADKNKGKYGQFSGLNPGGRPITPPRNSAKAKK
AHR activator – activates the human aryl hydrocarbon receptor; AHR-responsive luciferase reporter cells, luminescence; actives 2.5% (n = 320,000); P35869; activation, % at 5 µM; in the data active means activation above about 47%;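 further: 0% = vehicle wells and 100% = reference agonist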
proCasp7 act – counter-screen for procaspase-3 activators: activators of human procaspase-7; P55210; recombinant procaspase-7, Ac-DEVD-pNA absorbance 405 nm; D23A/D198A/D206A triple mutant, cannot self-cleave; scale: DMSO 0, 5 µM enzyme 100; activation, % at 8.5 µM; actives 0.093% (n = 330,000);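 active means percent activation above the screen-wide mean plus 3 SD, cut at about 25% in these data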
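Detection: p-Nitroaniline absorbance at 405 nm, read at 0 and 120 min; system: Uncleavable procaspase-7 mutant enzyme; evaluation: % activation from two-timepoint absorbance difference, scaled to controls; times: 1 h enzyme–compound preincubation and 2 h substrate reaction, both 25 °C; buffer or medium: Zinc-free HEPES pH 7.4 with 300 mM NaCl, 0.01% Triton X-100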
Fh CTSL1 inh – cathepsin L1 inhibition, PFM18AAP counter-screen; inhibition, % at 5.96 µM; AID 1906; actives 0.49% (n = 300,000); recombinant F. hepatica cathepsin L1, Z-Leu-Arg-MCA fluorescence;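 active means inhibition above the mean of all tested compounds plus 3 SD, set per screening campaign, cut at about 17% in these data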;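 further: 0% = plate median of test compound wells and 100% = 1 µM Z-Phe-Ala-diazomethylketone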
TPT1 inh – blocks Candida albicans tRNA 2'-phosphotransferase; actives 0.81% (n = 300,000); recombinant caTPT1, FP RNA substrate dephosphorylation; inhibition, % at 5 µM; AID 1962;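 active means inhibition above the mean of all tested compounds plus 3 SD, set per screening campaign, cut at about 24% in these data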;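 further: plate controls were DMSO alone for no effect and ferristatin control at 100 nM for full effect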
proCasp3 act – activates human procaspase-3 | recombinant procaspase-3 D3A, Ac-DEVD-pNA absorbance 405 nm | activation, % at 8.5 µM | actives 0.11% (n = 330,000) | AID 463141;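 active means activation above the mean of all tested compounds plus 3 SD, cut at about 21% in these data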;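 further: 0% = DMSO alone and 100% = DMSO wells spiked with extra 5 µM PC-3 D3A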
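assay system = Procaspase-3 D3A mutant | signal = absorbance at 405 nm, 0 and 120 min | times = 1 h preincubation plus 2 h reaction at 25 °C | repeats = single replicate | read-out = % activation between DMSO and enzyme-spiked controls | medium = Zinc-free HEPES saline buffer with Triton X-100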
* hit, by the source's call.

`OC(COc1ccc(CN2CCCCO2)cc1)CN1CCCCC1` (stereo not drawn) gave core dimer inh 0, PAFAH2 FP inh 0, PP5 inh 2.4, PP1 inh -5, AHR activator 2, proCasp7 act 5, Fh CTSL1 inh -1, TPT1 inh 4 and proCasp3 act -2.
For COC(=O)c1sc(N2C(=O)C(O)=C(C(=O)c3ccc(C)o3)C2c2cc(OC)ccc2OC)nc1C (stereo not drawn) the results were core dimer inh 3, PAFAH2 FP inh 0, PP5 inh 0.5, PP1 inh 13, AHR activator 14, proCasp7 act -18, Fh CTSL1 inh 3, TPT1 inh 5 and proCasp3 act -10.
For Cc1ccc(C(=O)NCCCc2ccccc2)c(C)c1 the results were core dimer inh 1, PAFAH2 FP inh 1, PP5 inh 3.2, PP1 inh 0, AHR activator 4, proCasp7 act 6, Fh CTSL1 inh -2, TPT1 inh 2 and proCasp3 act -3.
NC(=O)CN1C(=O)C2C3c4ccccc4C(c4ccccc43)C2C1=O (stereo not drawn) was read as core dimer inh -1, PAFAH2 FP inh 0, PP5 inh 0.7, PP1 inh 0, AHR activator -1, proCasp7 act 2, Fh CTSL1 inh 5, TPT1 inh -9 and proCasp3 act 4.
For CC(C)(C)OC(=O)C[C@@H]1C/C=C\C[C@@H](CC(=O)N(CCO)Cc2ccccc2)C(=O)NCCOC1=O the results were PAFAH2 FP inh -7, AHR activator -2, proCasp7 act 6 and proCasp3 act 5.
`CCc1ccc(NC(=O)CNCc2ccc(OC)c(OC)c2)cc1` gave core dimer inh -9, PAFAH2 FP inh -1, PP5 inh 5.5, PP1 inh 4, AHR activator 3, proCasp7 act -10, Fh CTSL1 inh -1, TPT1 inh -4 and proCasp3 act 1.
Screening O=C(Nc1ccc(OC(F)F)cc1)c1ccccn1 returned core dimer inh -2, PAFAH2 FP inh -6, PP5 inh -0.8, PP1 inh 1, AHR activator 0, proCasp7 act 13, Fh CTSL1 inh -4, TPT1 inh -1 and proCasp3 act 15.
COCCn1c(Cc2ccccc2)nnc1SCC(=O)NC1CC1 was read as core dimer inh -15, PAFAH2 FP inh -7, PP5 inh -1.0, PP1 inh -7, AHR activator 0, proCasp7 act -1, Fh CTSL1 inh -7, TPT1 inh 3 and proCasp3 act 6.
Screening CCOC(=O)C1CCN(S(=O)(=O)c2ccc(-c3nc4ccccc4s3)s2)CC1 returned core dimer inh 4, PP5 inh -0.5, PP1 inh -3, AHR activator 17, proCasp7 act 0, Fh CTSL1 inh -4, TPT1 inh 9 and proCasp3 act -3.
`COc1ccc(Nc2nc(CC(C)=O)ns2)cc1` gave core dimer inh 0, PAFAH2 FP inh -11, PP5 inh 2.4, PP1 inh -2, AHR activator 11, proCasp7 act -9, Fh CTSL1 inh -4, TPT1 inh 0 and proCasp3 act -5.
`Cc1cccc(NC(=O)COc2ccccc2C(=O)NC(C)c2ccccc2)c1` (stereo not drawn) gave core dimer inh 1, PAFAH2 FP inh -5, PP5 inh 4.6, PP1 inh 4, AHR activator 10, proCasp7 act -3, Fh CTSL1 inh 3, TPT1 inh -1 and proCasp3 act 1.
CCOC(=O)C(=CNc1ccc(C)cc1C)C(=O)OCC was read as core dimer inh 3, PAFAH2 FP inh -5, PP5 inh -1.0, PP1 inh -3, AHR activator 7, proCasp7 act 10, Fh CTSL1 inh 1, TPT1 inh 1 and proCasp3 act -3.
Screening CCOc1cccc(C2C(C(=O)c3ccco3)=C(O)C(=O)N2c2nnc(C)s2)c1 (stereo not drawn) returned PAFAH2 FP inh 2, PP5 inh -0.3, PP1 inh -6, AHR activator 5, proCasp7 act -7 and proCasp3 act -4.
COc1ccc(Cn2c(=O)[nH]c3cc(C(=O)NC4CCN(Cc5ccccc5)CC4)ccc32)cc1 was read as core dimer inh 1, PAFAH2 FP inh 5, PP5 inh 2.7, PP1 inh -1, AHR activator 2, proCasp7 act 4, Fh CTSL1 inh 1, TPT1 inh -2 and proCasp3 act 3.
`O=C(CC1(O)C(=O)N(CCc2ccccc2)c2ccccc21)c1ccco1` (stereo not drawn) gave core dimer inh 6, PAFAH2 FP inh 0, PP5 inh -1.3, PP1 inh -2, AHR activator 6, proCasp7 act 10, Fh CTSL1 inh -1, TPT1 inh -2 and proCasp3 act -8.
COC(=O)CCCC1=CC2=C(c3ccccc3)C(=O)C(C)(OC(=O)C3CCCC3)C(=O)C2=CN1CCc1c[nH]c2ccccc12 (stereo not drawn) was read as core dimer inh 19, PAFAH2 FP inh 8, PP5 inh -0.4, PP1 inh -5, AHR activator 9, proCasp7 act 1, Fh CTSL1 inh 2, TPT1 inh 6 and proCasp3 act -4.
Screening CC(=O)c1ccc(OC(=O)c2cc3ccccc3oc2=O)cc1 returned core dimer inh 0, PP5 inh 0.2, PP1 inh -4, AHR activator 2, proCasp7 act 15, Fh CTSL1 inh -3, TPT1 inh -1 and proCasp3 act 6.
For CC(C)(C)c1ccc(SCC(N)=O)cc1 the results were core dimer inh -4, PAFAH2 FP inh 9, PP5 inh 1.2, PP1 inh 6, AHR activator 2, proCasp7 act 0, Fh CTSL1 inh 3, TPT1 inh -7 and proCasp3 act 2.
COC(=O)c1ccc2nccnc2c1 was read as core dimer inh -4, PAFAH2 FP inh -5, PP5 inh -0.7, PP1 inh -4, AHR activator 17, proCasp7 act 6, Fh CTSL1 inh 7, TPT1 inh -1 and proCasp3 act 5.
`CCCOc1ccc(C(=O)Nc2ccc(S(=O)(=O)Nc3onc(C)c3C)cc2)cc1` gave core dimer inh 1, PAFAH2 FP inh -3, PP5 inh 3.5, PP1 inh -1, AHR activator -1, proCasp7 act 13, Fh CTSL1 inh 3, TPT1 inh -6 and proCasp3 act 6.
`CCOc1cc(-c2nc(-c3ccc(C)nc3OCC)no2)cc(OCC)c1OCC` gave core dimer inh 3, PAFAH2 FP inh -6, PP5 inh 4.5, PP1 inh -1, AHR activator 3, proCasp7 act 7, Fh CTSL1 inh -1, TPT1 inh 1 and proCasp3 act 6.
CCN(CC)S(=O)(=O)c1cc(C(=O)Nc2cc(Cl)ccc2N2CCN(C)CC2)ccc1Cl was read as core dimer inh -3, PAFAH2 FP inh -8, PP5 inh 2.9, PP1 inh 6, AHR activator 2, proCasp7 act 5, Fh CTSL1 inh -7, TPT1 inh 2 and proCasp3 act -5.
Screening COc1ccc(-c2cn3ccsc3n2)cc1 returned core dimer inh -3, PAFAH2 FP inh -2, PP5 inh -0.6, PP1 inh 1, AHR activator -3, proCasp7 act 1, Fh CTSL1 inh -2, TPT1 inh -1 and proCasp3 act 0.
For CCCCNC(=O)c1onc(CSc2ccc(F)c(F)c2)c1C(=O)NCCCC the results were core dimer inh 0, PAFAH2 FP inh -6, PP5 inh 2.6, PP1 inh 6, AHR activator 0, proCasp7 act 6, Fh CTSL1 inh 5, TPT1 inh -1 and proCasp3 act -2.
`O=C(O)CCC(=O)N1CCc2cc(S(=O)(=O)N3CCC(Cc4ccccc4)CC3)ccc21` gave core dimer inh -22, PAFAH2 FP inh -4, PP5 inh 2.9, PP1 inh 2, AHR activator 1, proCasp7 act -4, Fh CTSL1 inh 2, TPT1 inh 3 and proCasp3 act -6.
For Cc1ccc(S(=O)(=O)c2cc3ccccc3oc2=Nc2ccc3c(c2)OCCO3)cc1 the results were core dimer inh 5, PAFAH2 FP inh -1, PP5 inh -2.0, PP1 inh 0, AHR activator 0, proCasp7 act 0, Fh CTSL1 inh 2, TPT1 inh 0 and proCasp3 act -3.
`CC(C)COc1ccc(-c2nn(-c3ccccc3)cc2C(=O)Nc2nccs2)cc1` gave core dimer inh 4, PAFAH2 FP inh -42, PP5 inh 1.6, PP1 inh 1, AHR activator 4, proCasp7 act 4, Fh CTSL1 inh -1, TPT1 inh 4 and proCasp3 act -6.
Screening Cc1cc(Br)ccc1NC(=O)CCN1C(=O)c2ccncc2C1=O returned core dimer inh -9, PAFAH2 FP inh -3, PP5 inh 2.5, PP1 inh -4, AHR activator 2, proCasp7 act 1, Fh CTSL1 inh 4, TPT1 inh -7 and proCasp3 act -7.
Screening CC(C)NC(=S)NC(=O)/C=C/c1ccc(F)cc1 returned core dimer inh -7, PAFAH2 FP inh 0, PP5 inh 1.6, PP1 inh 3, AHR activator 11, proCasp7 act 2, Fh CTSL1 inh -1, TPT1 inh -2 and proCasp3 act -1.
COC(=O)c1ccc(NC(=O)CN2C(=O)C3C4C=CC(C4)C3C2=O)cc1 (stereo not drawn) was read as core dimer inh -2, PAFAH2 FP inh 1, PP5 inh -1.0, PP1 inh -2, AHR activator -1, proCasp7 act -5, Fh CTSL1 inh 1, TPT1 inh -3 and proCasp3 act 6.
Screening O=C(COC(=O)COc1ccccc1)Nc1ccc(Br)cc1Br returned PAFAH2 FP inh 6, AHR activator -1, proCasp7 act 11 and proCasp3 act 2.
`COc1ccccc1C(=O)COC(=O)c1cc(=O)[nH]c2ccccc12` gave core dimer inh -5, PAFAH2 FP inh -6, PP5 inh -1.8, PP1 inh -1, AHR activator 7, proCasp7 act 14, Fh CTSL1 inh 3, TPT1 inh 0 and proCasp3 act -7.
`COc1ccc(C(=O)/C=C(\C)Nc2ccc3c(c2)OCO3)cc1` gave core dimer inh 2, PAFAH2 FP inh 4, PP5 inh 0.9, PP1 inh 3, AHR activator 15, proCasp7 act -28, Fh CTSL1 inh 1, TPT1 inh -3 and proCasp3 act -22.
`Cc1ccc(S(=O)(=O)NCC(=O)N(c2ccccc2)C(C(=O)NCc2ccccc2)c2ccco2)cc1` (stereo not drawn) gave core dimer inh 2, PAFAH2 FP inh 0, PP5 inh 2.7, PP1 inh 2, AHR activator 3, proCasp7 act 6, Fh CTSL1 inh 1, TPT1 inh -4 and proCasp3 act -4.
Screening COc1ccc(-c2csc(NC(=O)Cc3ccccc3)n2)cc1OC returned core dimer inh -14, PAFAH2 FP inh 22, PP5 inh 5.4, PP1 inh -1, AHR activator -2, proCasp7 act -6, Fh CTSL1 inh 1, TPT1 inh -1 and proCasp3 act 6.
`CC(NC(N)=O)C(=O)Nc1ccc(Cl)c(S(=O)(=O)Nc2ccc(Br)cc2)c1` (stereo not drawn) gave core dimer inh 2, PAFAH2 FP inh 4, PP5 inh 0.0, PP1 inh 2, AHR activator 2, proCasp7 act 5, Fh CTSL1 inh 0, TPT1 inh 4 and proCasp3 act 6.
For O=C(Nc1nnc(CCN2CCCCC2)s1)c1ccc(Br)cc1 the results were core dimer inh -3, PAFAH2 FP inh 1, PP5 inh 1.2, PP1 inh -5, AHR activator 10, proCasp7 act 6, Fh CTSL1 inh -1, TPT1 inh -4 and proCasp3 act 3.
`O=C(COc1ccccc1Cl)Nc1ccc(CN2CCOCC2)cc1` gave core dimer inh -1, PAFAH2 FP inh 13, PP5 inh 1.6, PP1 inh 0, AHR activator -2, proCasp7 act -3, Fh CTSL1 inh 2, TPT1 inh -2 and proCasp3 act 6.
